From PubChem
ERG Ets-DNA blk: qHTS for Small Molecule Inhibitors of the ERG Ets/DNA interaction. Potency, µM (highest dose often 76.9 µM), inactives show at the top dose FP activity, negative = inhibition, hits mostly inhibitors. fluorescence polarization, His-ERG Ets domain / labelled DNA. 370,000 tested, 0.028% active. AID 624246, 2012; active = well fitted inhibition curve with a large enough effect in the polarisation, with a control signal flat; inconclusive = small, poorly fitted or top-dose-only effect, or effect the other way, or a change in a side signal; inactive = no such curve, though single readings can be large or run the other way; the % refers to the polarisation;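 also: polarization taken with two DNA probes labelled with fluorescein and Texas red; potency is read from the fitted curve at half-maximal effect; % of control where 0% means no effect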
Target sequence (P11308 whole entry, looked up, the tested form may be a part): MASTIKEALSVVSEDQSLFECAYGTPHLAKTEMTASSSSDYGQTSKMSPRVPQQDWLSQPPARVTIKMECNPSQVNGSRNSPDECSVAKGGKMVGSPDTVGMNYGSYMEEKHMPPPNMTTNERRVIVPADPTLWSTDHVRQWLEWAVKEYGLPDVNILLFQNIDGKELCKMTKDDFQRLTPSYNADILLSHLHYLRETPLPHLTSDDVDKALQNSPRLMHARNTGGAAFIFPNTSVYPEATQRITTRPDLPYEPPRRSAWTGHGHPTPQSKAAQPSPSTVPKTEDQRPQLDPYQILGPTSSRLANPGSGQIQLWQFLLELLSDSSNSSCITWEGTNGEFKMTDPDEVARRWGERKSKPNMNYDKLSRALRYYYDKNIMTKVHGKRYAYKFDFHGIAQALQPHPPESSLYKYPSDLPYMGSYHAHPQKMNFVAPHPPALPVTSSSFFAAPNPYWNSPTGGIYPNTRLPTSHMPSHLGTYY
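His-tagged ERG Ets domain (1 uM in the protein solution; 300mM KCl, 50mM Tris-HCl, 1mM EDTA, 1mM DTT, pH 7.5) received compound, then a probe mix of 5 nM fluorescein-DNA and 100nM Texas-615-DNA. Fluorescence polarization was read for both dyes.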
Apoferritin bind: qHTS Assay for Identification of Novel General Anesthetics; apoferritin/1-aminoanthracene competitive binding, fluorescence; Potency, µM (titrated, usually from 77.5 µM), for the others: top-dose activity change, negative = displacement, most hits filed as inhibitors; 350,000 tested, 0.074% active; AID 485281, 2010; also: potency is read from the fitted curve at half-maximal effect; % is scaled to controls: 0 for no effect and ±100 for the full control effect; nearly all actives have a fitted effect of over 20% in size
Target sequence (P02791 2-175 limits assumed): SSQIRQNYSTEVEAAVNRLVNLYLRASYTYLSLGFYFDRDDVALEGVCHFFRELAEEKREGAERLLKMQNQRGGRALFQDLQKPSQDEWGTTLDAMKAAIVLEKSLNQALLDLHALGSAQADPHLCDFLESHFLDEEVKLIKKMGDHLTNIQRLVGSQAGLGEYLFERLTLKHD
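Probe: 1-aminoanthracene (50% saturated, PBS). Protein: horse-spleen apoferritin, 10 uM. Incubation: 10 min, room temperature. Detection: 380 nm excitation, 535 nm emission. Analysis: normalized response, four-parameter Hill.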
Pol beta inh: qHTS Assay for Inhibitors of DNA Polymerase Beta; 340,000 tested, 1.3% active; Potency, µM (highest dose often 114 µM), for inactives: at the top dose activity change, negative = inhibition, most hits filed as inhibitors; AID 485314, 2010; P06746; Pol beta primer extension/strand displacement, fluorescence kinetic; also: potency is read from the fitted curve at half-maximal effect; % is scaled to controls: 0 for no effect and ±100 for the full control effect
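Preincubation: enzyme (10 nM) with compound, 15 min, RT. Reaction: substrate added to 50 nM final. Reads: 0 and 10 min. Analysis: normalized, Hill fit.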
Pol iota inh: qHTS for Inhibitors of Polymerase Iota; DNA polymerase iota (Homo sapiens), Q9UNA4; Pol iota fluorescent replication assay, 10 min; Potency, µM (doses to about 115 µM), inactives show at the top dose activity, negative = inhibition, hits mostly inhibitors; 390,000 tested, 1% active; AID 588590, 2011; also: potency is read from the fitted curve at half-maximal effect
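Pol iota at 10 nM preincubated 15 min with compounds at room temperature; reaction started with fluorescent substrate, 50 nM final. Fluorescence read kinetically at 0 and 10 min; buffer-only wells as negative control.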
Pol kappa inh: qHTS for Inhibitors of Polymerase Kappa; Potency, µM (highest dose often 107 µM), for the others: at the highest dose activity, negative = inhibition, hits mostly inhibitors; 400,000 tested, 0.53% active; DNA polymerase kappa (Homo sapiens), Q9UBT6; purified Pol kappa, fluorescent DNA synthesis assay, 10 min; also: potency is read from the fitted curve at half-maximal effect; % is scaled to controls: 0 for no effect and ±100 for the full control effect
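First, compounds were pin-transferred onto 10 nM Pol kappa. After 15 min at room temperature, substrate was added to 50 nM final. Fluorescence was then measured kinetically at 0 and 10 min.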
BLM helicase inh: qHTS Assay for Inhibitors of Bloom's syndrome helicase (BLM); AID 2528, 2010; 350,000 tested, 0.2% active; Potency, µM (top dose mostly 56.1 µM), inactives show at the highest dose activity change, negative = inhibition, actives largely listed as inhibitors; recombinant BLM DNA unwinding, fluorescence dequenching;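 also: potency is read from the fitted curve at half-maximal effect; plate controls were vehicle for no effect and no enzyme for full effect; nearly all actives have a fitted effect of over 35% in size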
12-LOX inh: Primary qHTS assay for inhibitors of human arachidonate 12S-lipoxygenase (ALOX12): Round 2 | Polyunsaturated fatty acid lipoxygenase ALOX12 (Homo sapiens), P18054 | Potency, µM (highest dose often 108 µM), without a hit: top-dose activity change, negative = inhibition, hits mostly inhibitors | purified 12hLO, xylenol orange hydroperoxide absorbance | 580,000 tested, 1.1% active; also: potency is read from the fitted curve at half-maximal effect; % is scaled to controls: 0 for no effect and ±100 for the full control effect
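Hydroperoxide product was detected by ferrous iron/xylenol orange as the 573 to 405 nm absorbance ratio. Arachidonic acid at 40 uM (final) was turned over for 30 min at room temperature by 150 nM human 12hLO, pH 7.0 Hepes buffer, after 15 min compound preincubation.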
TRHR agonist: qHTS for Small Molecule Agonists and Allosteric Enhancers of Human TRH Receptor: Primary Screen for Agonists. Thyrotropin-releasing hormone receptor (Homo sapiens), P34981. TRHR cells, calcium flux fluo-8, FDSS agonist mode. activation, % at 2 µM. 360,000 tested, 0.18% active; in the data active = activation above about 30%; also: 0% is about no effect
Target sequence (P34981 whole entry, looked up): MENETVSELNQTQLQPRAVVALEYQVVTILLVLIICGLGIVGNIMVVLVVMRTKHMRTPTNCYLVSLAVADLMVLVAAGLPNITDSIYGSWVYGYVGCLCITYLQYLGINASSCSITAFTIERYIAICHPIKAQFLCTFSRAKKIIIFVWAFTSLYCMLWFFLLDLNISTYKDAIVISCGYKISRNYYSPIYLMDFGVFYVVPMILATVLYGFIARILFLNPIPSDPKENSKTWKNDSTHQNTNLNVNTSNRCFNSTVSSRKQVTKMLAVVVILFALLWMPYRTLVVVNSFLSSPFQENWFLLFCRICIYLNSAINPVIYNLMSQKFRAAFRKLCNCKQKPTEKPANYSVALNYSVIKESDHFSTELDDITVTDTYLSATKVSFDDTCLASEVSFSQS
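Fluo-8-loaded TRHR cells; 10 s baseline, compound added, kinetic Ca2+ fluorescence read 1/s, agonist mode.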
APEX1 inh: qHTS Assay for Inhibitors of the Human Apurinic/apyrimidinic Endonuclease 1 (APE1); DNA repair nuclease/redox regulator APEX1 (Homo sapiens), P27695; recombinant APE1, TAMRA/BHQ-2 abasic DNA cleavage fluorescence; Potency, µM (doses to about 65.8 µM), inactives show at the highest dose activity change, negative = inhibition, most hits filed as inhibitors; 350,000 tested, 0.35% active; AID 2517, 2012;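 also: potency is read from the fitted curve at half-maximal effect; plate controls were vehicle for no effect and reference inhibitor for full effect; nearly all actives have a fitted effect of over 55% in size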
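Compound pre-exposure to 0.75 nM APE1, 15 min at ambient temperature. Reaction initiated with 50 nM TAMRA/BHQ-2 THF substrate, read immediately in kinetic mode, 525 nm excitation, 598 nm emission.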
Numbers without * were called inactive; ? = inconclusive; . = no result given; & = joins results of further samples; [ ] = dose if it differs, or a comment. Unless noted, calls follow the shape of the dose curve; as a rule, active = well fitted curve in the direction sought with a large enough effect; inconclusive = small, poorly fitted or top-dose-only effect, or another doubt; inactive = no such curve, though single readings can be large; an effect the other way counts as inactive or inconclusive.

molecule	ERG Ets-DNA blk	Apoferritin bind	Pol beta inh	Pol iota inh	Pol kappa inh	BLM helicase inh	12-LOX inh	TRHR agonist	APEX1 inh
O=C(NCCS(=O)(=O)NCc1cccnc1)c1ccccc1	-5.8%	.	.	11.2%	-17.3%	.	-19.6%	0.0	0.4%
Cc1cccn2c(=O)c3cc(C(=O)NCc4cccnc4)c(=N)n(CCCO)c3nc12	-0.1%	174.3%[activator]	0.8%	-4.1%	0.7%	2.3%	-25.1%	-0.4	.
CC(C)NC(=O)C1CCCN(c2nnc(-n3cccc3)s2)C1 (stereo not drawn)	-5.4%	-13.2%	30.5%	-4.8%	-12.2%	1.5%	2.1%	-0.4	-4.4%
CCN(CC(=O)NCc1ccc(Cl)cc1)C(=O)CN1C(=O)NC(CC)(c2ccccc2)C1=O (stereo not drawn)	-14.7%	-2.0%	29.6%	12.9%	-1.9%	-5.8%	95.3%[activator]	0.4	12.6%
Cc1ccc(SCC(=O)NCC2CCCO2)cc1 (stereo not drawn)	7.7%	-6.0%	16.4%	25.2%	-2.6%	1.2%	2.3%	1.2	-0.3%
CC(C)(C)NC(=O)COc1ccc(-c2ccccc2)cc1	-6.3%	-15.3%	8.3%	7.0%	-15.1%	-6.6%	8.3%	-0.4	18.2%
O=C(COc1ccccc1F)N1N=C(c2cccs2)CC1c1ccco1 (stereo not drawn)	-10.2%	.	.	?	?	.	?	0.2	-24.1%
Nc1ccccc1NC(=O)c1ccccc1	-11.4%	-10.0%	20.2%	14.1%	2.9%	-2.8%	3.6%	0.0	15.6%
O=C(COC(=O)c1ccccc1C(=O)c1ccc(Cl)c([N+](=O)[O-])c1)NC1CCCCCC1	-0.4%	?	-17.0%	22.5%	-6.5%	-13.0%	-47.3%	-0.8	6.4%
CCCCNC(=O)c1cnc2sc(N3CCCCC3)nn2c1=O	-1.7%	-5.9%	16.4%	5.7%	6.4%	0.5%	-11.5%	0.2	.
CCN(CC)S(=O)(=O)c1cccc(C(=O)NCC(c2ccccc2)N(C)C)c1 (stereo not drawn)	-2.7%	1.5%	-2.1%	32.1%[activator]	-6.5%	-0.3%	-2.0%	-1.9	-1.3%
COc1ccc(Cn2ccc3nc(C)c(C(=O)N4CCN(c5cccc(OC)c5)CC4)cc3c2=O)cc1	0.7%	?	13.8%	9.8%	11.1%	-4.1%	7.9%	0.0	.
COc1ccc(OC)c(NC(=O)c2cc3cccc(OC)c3oc2=O)c1	4.3%	2.0%	-27.9%	43.1%[activator]	11.0%	-0.8%	-9.8%	0.7	.
CCCCC(=O)Nc1nn(CC)c2nc3c(C)cccc3cc12	2.0%	-3.6%	1.6%	134.5%[activator]	-0.1%	-2.5%	24.4%	-1.8	13.6%
COn1c(SCc2cccc(Cl)c2)nc2ccccc2c1=O	12.4%	-14.8%	30.3%	-9.2%	-2.0%	-7.7%	-1.7%	0.0	10.9%
C=CCNC(=S)NNC(=O)c1csc(C)c1CC	-1.1%	30.8%[activator]	4.4%	-18.2%	2.1%	-0.3%	10.5%	-0.6	5.4%
O=C(OCC(=O)N1CCOCC1)c1cc(F)c(F)cc1Cl	-0.7%	-10.4%	-4.9%	35.2%[activator]	-10.9%	-4.0%	16.5%	0.2	12.7%
COC(=O)C(Cc1ccc(OC(=O)c2ccccc2Cl)cc1)N1Cc2ccccc2C1=O (stereo not drawn)	3.5%	-7.8%	-1.4%	-11.7%	-11.0%	-10.8%	-22.2%	2.0	6.6%
CCC(=O)N1CCN(c2nc(CC)nc3sc4c(c23)CCCC4)CC1	7.9%	-16.7%	1.1%	134.9%[activator]	-5.1%	-3.2%	0.0%	-1.5	4.2%
COC(=O)/C(=C\c1ccc(O)cc1)c1nc2ccccc2[nH]1	2.7%	-14.0%	41.8%[activator]	33.4%[activator]	-10.7%	-1.9%	-1.5%	-0.9	-4.5%
COc1ccc(OC)c(NC(=O)c2c(NCc3ccc(C)o3)sc3c2CCC(C)C3)c1 (stereo not drawn)	0.3%	2.3%	?	-14.2%	-11.4%[60.1 µM]	-5.0%	?	0.3	.
CCNC(=O)N1CCC(n2nccc2NC(=O)CCOc2ccccc2)CC1	-3.6%	4.5%	0.5%	21.0%	10.5%	1.8%	12.2%	-0.1	45.6%[activator]
COc1ccccc1CN1CC(C(=O)N2CCOCC2)CCC1=O (stereo not drawn)	-8.1%	-1.7%	60.2%	4.8%	-0.9%	0.2%	0.0%	0.4	1.1%
CCOC(=O)c1c(C)[nH]c(C(=O)COC(=O)c2cn(CC)c3nc(C)ccc3c2=O)c1C	.	-9.0%	10.2%	.	.	-0.2%	.	-0.1	-1.2%
C=CCN1C(=O)C2(OCCCO2)c2cccc(Cl)c21	-5.7%	-16.0%	7.2%	5.2%	-16.2%	2.4%	14.3%	-0.5	-9.4%
Cc1ccc(NC(=O)[C@@H]2CCC(=O)N2C2OC(=O)c3ccccc32)cc1Cl (stereo partly drawn)	2.2%	-1.3%	-15.8%	-0.8%	-11.0%	-0.9%	3.2%	0.2	5.0%
CN1C(=O)N(C)C2CC1N(C)C(=O)N2C	-3.7%	0.1%	15.3%	4.4%[58.9 µM]	-12.3%	-0.4%	-17.6%	0.2	5.2%
O=c1nc(/C=C/c2cccn2-c2ccc([N+](=O)[O-])cc2)cc(C(F)(F)F)[nH]1	3.4%	-9.8%	?	39.8µM*	89.1µM*	-27.5%	?	0.0	-0.3%
O=C1Nc2ccc(Cl)cc2/C1=C/C1CC=CCC1 (stereo not drawn)	.	?	-0.1%	21.2%	-6.8%	-16.5%	?	1.5	1.9%
CC(Sc1nnc(-c2ccccc2F)n1C1CC1)C(=O)NC(N)=O (stereo not drawn)	-1.1%	-4.7%	45.5%	45.4%[activator]	-3.1%	-2.0%	4.0%	-0.2	9.9%
Cc1ccc(OCCn2c(C)c(/C=N/n3cnnc3)c3ccccc32)cc1	7.9%	-11.7%	14.0%	3.5%	-2.7%	-4.9%	-18.6%	-0.2	-0.4%
O=C(Oc1ccc2c(=O)c(Oc3ccc4ccccc4c3)coc2c1)c1cccnc1	28.4%	1.7%	-2.0%	-8.5%	1.9%	-16.2%	-14.5%	0.0	-3.2%
CCN(Cc1cc2ccccc2[nH]c1=O)S(=O)(=O)c1ccc(OC)cc1	-10.0%	?	38.1%	36.8%[activator]	-3.2%	1.1%	1.4%&13.0%	-0.6	-10.7%
CCOC(=O)c1c(-c2ccc(OC)cc2)nc2nonc2c1N	-2.7%	-5.3%	18.4%	11.2%	0.8%	-0.9%	-8.3%	0.2	1.6%
O=C(NC1CC1)C1=C[C@@H](c2ccc(C(F)(F)F)cc2)C[C@@H](OCc2ccc(CO)cc2)O1	4.5%	.	.	29.6%	5.1%	.	4.2%	.	.
CCCS(=O)(=O)N1CCC(Cc2ccc(OC)cc2)(C(=O)OCC)CC1	8.9%	-14.0%	?	0.3%	-17.0%	-6.4%	4.8%	1.1	-4.9%
Cc1ccc(S(=O)(=O)NC(=O)N2CCN(Cc3c(F)cccc3Cl)CC2)cc1	-2.5%	4.7%	12.2%	144.5%[activator]	-16.3%	-6.1%	0.0%	0.1	3.2%
Cn1ccnc1SCC(=O)Nc1cc(C(F)(F)F)ccc1N1CCOCC1	0.1%	-11.6%	23.6%	-0.8%	-16.8%	-8.5%	14.9%	0.2	13.2%
CC1CCN(C(=O)CCNS(=O)(=O)c2ccc3c(c2)c(=O)n(C)c(=O)n3C)CC1	-5.1%	-7.2%	3.3%	13.9%	-17.6%	-0.6%	-26.3%	1.0	-7.3%
Cc1cccc(Nc2nc(-c3ccc(F)cc3)cs2)n1	14.1%	-10.1%	1.9%	83.1%[activator]	-5.5%	-9.0%	-3.6%	-0.5	20.8%
CC(C)(C)OC(=O)NNC(=O)c1cccs1	-1.7%	-6.2%	14.7%	43.0%[activator]	1.4%	-6.7%	-4.1%	0.0	-0.9%
CCOC(=O)C1(O)CC(C)=NN1C(=O)c1cccc(Cl)c1 (stereo not drawn)	-4.0%	3.8%	24.4%	-7.4%	1.4%	0.4%	18.1%	-0.6	0.7%

Compounds listed so far that have a nitro group on carbon:
molecule	ERG Ets-DNA blk	Apoferritin bind	Pol beta inh	Pol iota inh	Pol kappa inh	BLM helicase inh	12-LOX inh	TRHR agonist	APEX1 inh
O=C(COC(=O)c1ccccc1C(=O)c1ccc(Cl)c([N+](=O)[O-])c1)NC1CCCCCC1	-0.4%	?	-17.0%	22.5%	-6.5%	-13.0%	-47.3%	-0.8	6.4%
O=c1nc(/C=C/c2cccn2-c2ccc([N+](=O)[O-])cc2)cc(C(F)(F)F)[nH]1	3.4%	-9.8%	?	39.8µM*	89.1µM*	-27.5%	?	0.0	-0.3%

A portion of the library; the hit share may differ from the screen's.
